MrgX1 ag – activates human MrgX1 receptor signaling. B-score at 10 µM. MrgX1-HEK293 cells, Fluo-4 calcium fluorescence, agonist mode; stronger effect = higher value. 0.44% of 310,000 active. AID 588627. Q96LB2;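 active means calcium response B-score plate-corrected fluorescence ratio at least 3 library SD, with starting fluorescence B-score inside 5 SD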
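Test system: Stable human MrgX1 HEK293 cell line | Schedule: Overnight plating before 1 h dye loading | Read-out basis: Baseline-normalised fluorescence change ratio, B-scored | Detection: Kinetic calcium dye fluorescence, Fluo-4 NW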
RGS4 inh – inhibitors of human RGS4 | P49798 | HEK293 M3R/RGS4 inducible, Fluo-4 calcium flux; stronger effect = higher value; triggered by carbachol at its EC20 | B-score at 10 µM | 0.45% of 310,000 active | AID 463165;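 active means B-score, a plate-corrected calcium signal, over three deviations above library mean, with baseline fluorescence within five deviations of library mean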;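 further: RGS4 expression induced by doxycycline in cells with stable M3 receptor; B-score is computed from the integrated fluorescence ratio over baseline after carbachol; higher B-score means a larger calcium signal and so more RGS4 inhibition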
Target sequence (P49798 whole entry, looked up): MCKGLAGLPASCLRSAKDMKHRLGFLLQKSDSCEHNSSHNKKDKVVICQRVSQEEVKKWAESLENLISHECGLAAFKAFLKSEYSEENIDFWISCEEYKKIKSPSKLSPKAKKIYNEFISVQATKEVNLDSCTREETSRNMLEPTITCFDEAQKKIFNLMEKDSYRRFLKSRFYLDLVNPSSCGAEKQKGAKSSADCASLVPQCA
TRPC6 inh – blocks the mouse TRPC6 cation channel; HEK293-TRPC6, membrane potential dye, ACh-evoked depolarization; stronger effect = lower value; B-score at 10 µM; 1.1% of 310,000 active;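 active means B-score under library mean minus 3 SD, initial fluorescence not abnormally high, positive integrated signal ratio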;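 further: B-score derived from integrated fluorescence ratio over the kinetic read; more negative B-score means stronger inhibition of depolarization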
Target sequence (Q61143 whole entry, looked up): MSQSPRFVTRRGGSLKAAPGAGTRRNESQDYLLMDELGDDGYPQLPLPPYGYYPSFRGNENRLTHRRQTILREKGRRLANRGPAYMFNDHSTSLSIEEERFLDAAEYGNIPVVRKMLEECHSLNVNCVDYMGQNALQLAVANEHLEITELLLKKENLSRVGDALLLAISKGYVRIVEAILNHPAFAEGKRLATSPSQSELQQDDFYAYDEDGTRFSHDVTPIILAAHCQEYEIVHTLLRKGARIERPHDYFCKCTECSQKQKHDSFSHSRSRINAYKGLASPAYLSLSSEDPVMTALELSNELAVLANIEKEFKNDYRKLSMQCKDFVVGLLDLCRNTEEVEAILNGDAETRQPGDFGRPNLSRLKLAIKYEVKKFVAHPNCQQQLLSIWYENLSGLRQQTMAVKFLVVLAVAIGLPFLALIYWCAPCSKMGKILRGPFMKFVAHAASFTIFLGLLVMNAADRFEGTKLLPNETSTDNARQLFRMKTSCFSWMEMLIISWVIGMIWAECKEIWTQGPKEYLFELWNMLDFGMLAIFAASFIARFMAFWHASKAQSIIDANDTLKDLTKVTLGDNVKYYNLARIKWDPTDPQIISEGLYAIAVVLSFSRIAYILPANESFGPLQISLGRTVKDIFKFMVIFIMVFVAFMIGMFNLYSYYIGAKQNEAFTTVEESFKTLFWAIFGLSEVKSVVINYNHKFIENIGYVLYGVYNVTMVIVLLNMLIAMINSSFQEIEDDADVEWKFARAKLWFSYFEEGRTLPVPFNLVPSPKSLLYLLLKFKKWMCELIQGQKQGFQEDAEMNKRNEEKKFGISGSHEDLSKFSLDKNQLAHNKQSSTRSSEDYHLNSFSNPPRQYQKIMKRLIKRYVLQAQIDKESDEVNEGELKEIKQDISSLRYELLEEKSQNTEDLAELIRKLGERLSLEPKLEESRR
SKKanGAS inh – blocks kanamycin growth of S. pyogenes SKKanGAS strain; BacTiter-Glo, 6 h; inhibition, % at 7.5 µM; 1.3% of 300,000 active;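 active means mean replicate score, as percent of positive control median, at least 50; inconclusive means mean below 50 but one replicate at or above 50; inactive means mean and every replicate below 50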;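 further: strain carries kanamycin resistance gene driven by streptokinase promoter and grows in 40 µg/ml kanamycin; loss of luminescence reflects streptokinase promoter inhibition or plain growth inhibition; 0% = median of DMSO wells and 100% = positive control at its reference dose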
TMEM16A inh – inhibitors of mouse TMEM16A calcium-activated chloride channel; normalized B-score (activity score, 25-100; higher = stronger inhibition) at 10 µM; Q8BHY3; HEK293 TMEM16A/YFP iodide influx fluorescence, ionomycin; 1.2% of 310,000 active;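 active means ratio plate-corrected score three or more library SD toward inhibition, starting fluorescence score within five deviations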;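 further: score derived from kinetic fluorescence span divided by baseline fluorescence per well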
TRPC6 act – activates the mouse TRPC6 cation channel; Q61143; HEK293-TRPC6 membrane potential dye fluorescence; stronger effect = higher value; B-score at 10 µM; 0.13% of 310,000 active;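 active means B-score of the integrated fluorescence ratio above library mean plus 3 SD, and starting fluorescence ratio within library mean plus 5 SD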;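 further: higher score means more depolarization so channel activation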
HDAC3 inhib – inhibitors of human histone deacetylase 3; O15379; recombinant HDAC3, fluorogenic peptide/trypsin coupled, fluorescence; inhibition, % at 8.3 µM; 0.15% of 320,000 active; in the data active means inhibition above about 26%, passing the limit was not always enough; inconclusive means no clear call, values can overlap the other calls
MrgX1 antag – antagonists of human MrgX1 receptor; 1.3% of 310,000 active; MRGX1-HEK293 calcium flux, Fluo-4, BAM8-22 antagonism; stronger effect = lower value; Q96LB2; B-score at 10 µM;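 active means calcium-response B-score plate-corrected more than 3 library SD below zero, starting fluorescence within 5 deviations, no agonist response on first addition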;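 further: peak minus trough fluorescence over baseline after final BAM8-22 challenge near maximal dose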
RGS4 pot – RGS4 potentiation or activation. HEK293 M3R/inducible RGS4, carbachol calcium flux Fluo4; stronger effect = lower value. B-score at 10 µM. 0.92% of 310,000 active. AID 463111;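 active means B-score of the integrated calcium signal more than 4 SD below the library mean, with starting fluorescence not abnormally high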;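 further: negative B-score means reduced calcium response which marks RGS4 activation or potentiation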
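Detection: kinetic calcium fluorescence imaging with Fluo4-AM dye, 2 µM / Material: HEK293 cells with stable M3R and inducible RGS4 / Schedule: recording 10 s baseline at 1 Hz, 100 s post-agonist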
TMEM16A act – activates or potentiates the mouse TMEM16A chloride channel | B-score at 10 µM | 0.3% of 340,000 active | Q8BHY3 | HEK293 TMEM16A/YFP-H148Q/I152L, iodide quench fluorescence; stronger effect = lower value;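 active means fluorescence-ratio B-score plate-corrected deviation score at least 3 library SD below zero, with starting fluorescence score within 5 deviations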;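 further: channel opened by trigger with iodide after compound preincubation; score built on the fluorescence ratio of max minus min over baseline; more negative score means more quench and so TMEM16A activation or potentiation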
MrgX1 allo act – allosterically activates human MrgX1 receptor signaling. MrgX1-HEK293, Fluo-4 calcium flux, FDSS; stronger effect = higher value. B-score at 10 µM. 0.63% of 310,000 active. AID 588675;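 active means plate-corrected calcium response at least 3 library SD above typical, normal starting fluorescence, not activating the receptor alone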;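 further: compound read alongside a low EC10 to EC30 dose of BAM8-22 agonist; peak minus trough fluorescence over baseline measured at the second addition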
Starred values were filed as active, the others as inactive; i = inactive; ? = inconclusive; . = no result given.

SMILES	MrgX1 ag	RGS4 inh	TRPC6 inh	SKKanGAS inh	TMEM16A inh	TRPC6 act	HDAC3 inhib	MrgX1 antag	RGS4 pot	TMEM16A act	MrgX1 allo act
COc1ccc(S(=O)(=O)Nc2ccccc2SC)cc1C	i	i	i	-10.6	i	i	5.6	i	i	i	i
COc1ccc(S(=O)(=O)N2CCCC2)cc1C(=O)N1CCOCC1	i	i	i	-6.5	i	i	-10.3	i	i	i	i
COc1cc(/C=C/C(=O)O)cc(S(=O)(=O)Nc2ccccc2SC)c1OC	i	i	i	4.6	i	i	4.3	i	i	i	i
Nn1c(-c2ccccc2Cl)nnc1-c1ccccc1Cl	i	.	.	.	i	.	1.8	i	.	i	i
COc1cccc(OC)c1C(=O)Nc1ccc(CN2CCOCC2)cc1	i	i	i	-2.5	i	i	1.0	i	i	i	i
CC(C)(C)c1ccc(CS(=O)(=O)CC(O)CN2CCCC2=O)cc1 (centres undefined)	i	i	i	2.4	i	i	-6.9	i	i	i	i
Cc1ccc(N(Cc2cc3cccc(C)c3[nH]c2=O)S(=O)(=O)c2ccccc2)c(C)c1	i	i	i	5.4	i	i	10.6	i	i	i	i
CC(C(=O)NC(C)(C)C)N(Cc1cccs1)C(=O)CCN1CCc2ccccc21 (centres undefined)	i	i	i	-7.4	i	i	0.5	i	i	i	i
COc1ccc(C(CNC(=O)c2oc3cc(C)c(C)cc3c2C)N2CCCCC2)cc1 (centres undefined)	i	i	i	-13.9	i	i	8.3	i	i	i	i
CCc1nnc(NC(=O)c2ccc(S(=O)(=O)N3CCCC(C)C3)cc2)s1 (centres undefined)	i	i	i	4.2	i	i	0.1	i	i	i	i
Cc1ccc(-c2csc(N3C(=N)SCC3=O)n2)cc1	i	i	i	5.8	i	i	-7.1	i	i	.	i
CCCCOC(=O)CSc1nc(N)c(C#N)c(-c2ccc(OC)cc2)c1C#N	i	i	i	5.6	i	i	-0.9	i	i	i	i
O=C(O)C(Cc1ccccc1)N1C(=O)/C(=C/c2cccc3ccccc23)SC1=S (centres undefined)	i	.	.	.	100*	.	7.0	i	.	.	i
COc1ccc(N(CC(=O)Nc2ccccc2C(F)(F)F)C2=NC3CS(=O)(=O)CC3S2)cc1 (centres undefined)	i	i	i	-4.7	i	i	1.2	i	i	i	i
O=C1CC(N2CCN(c3cccc(C(F)(F)F)c3)CC2)C(=O)N1c1ccc(F)cc1 (centres undefined)	i	i	i	14.5	i	i	2.8	i	i	i	i
CC(=O)Nc1ccc(NC(=O)CSCc2ccccc2Cl)cc1	i	i	i	0.9	i	i	-6.8	i	i	i	i
CC1CCN(C(=O)C2CCN(S(=O)(=O)c3cc(Cl)ccc3Cl)CC2)CC1	i	i	i	-10.3	i	i	-4.9	i	i	i	i
CCOC(=O)c1cc(-c2ccccc2)nn1CC1CC(c2cccnc2)=NO1 (centres undefined)	i	i	i	-2.2	i	i	-8.4	i	i	i	i
CCN(CC)S(=O)(=O)c1ccc2oc(C(=O)NCCN3CCOCC3)c(C)c2c1	i	i	i	-5.6	i	i	-4.3	i	i	i	i
CC(=O)CC(=O)NC(=NC1CCCCC1)Nc1nc(C)cc(C)n1	i	i	i	6.0	i	i	6.7	i	i	i	i
Cc1ccc(CCN2CC(C(=O)NCCCN3CCN(C)CC3)CC2=O)cc1 (centres undefined)	i	i	i	0.4	i	i	1.3	i	i	i	i
COc1ccc(C(=O)N(C)CCCC2CCCC2)cc1OC1CCN(C(C)=O)CC1	i	i	i	3.4	i	i	-2.0	i	i	i	i
Cc1csc(CNC(=O)CC2C(=O)NCCN2Cc2ccc(F)cc2Cl)n1 (centres undefined)	i	i	i	8.1	i	i	-1.8	i	i	i	i
N#Cc1c(N)nc(N)nc1Nc1ccc(Br)cc1	i	i	i	8.5	i	i	0.5	i	i	i	i
COc1ccc(C(=O)NC=C2C(=O)OC(C)(C)OC2=O)cc1	i	i	i	4.9	i	i	-7.3	i	i	i	i
CCOC(=O)N1CCN(S(=O)(=O)c2ccc(OC)c(Br)c2)CC1	i	i	i	-0.6	i	i	-1.6	i	i	i	i
O=C(CSc1ncc(-c2ccc(F)cc2)[nH]1)N1CCCCC1	i	i	i	-5.2	i	i	-1.5	i	i	i	i
O=C(CNC(=O)c1cccs1)NCC(=O)OCc1cccc(Cl)c1	i	i	i	0.0	i	i	3.7	i	i	i	i
Cc1cccc2c(N=O)c(O)[nH]c12	i	i	i	2.3	i	i	2.7	i	i	i	i
Cc1ccc(S(=O)(=O)N2CCOCC2)cc1NC(=O)COC(=O)C1COc2ccccc2O1 (centres undefined)	i	i	i	1.1	i	i	1.1	i	i	i	i
O=C(Nc1ccc2c(c1)OCO2)C1CCCN1C(=O)OCc1ccccc1 (centres undefined)	i	i	i	-1.0	i	i	-7.5	i	i	i	i
CCOC(=O)c1ccc(S(=O)(=O)Nc2ccccc2-c2nnn(CC)n2)cc1	.	i	i	7.4	.	i	.	.	i	i	.
CCC(=O)Nc1nc2ccc(NC(=O)c3cc(OC)c(OC)c(OC)c3)cc2s1	i	i	i	12.9	i	i	12.6	i	i	i	i
COCCNC(=S)N(CCc1c(C)[nH]c2ccc(C)cc12)Cc1cccnc1	i	i	i	8.6	i	i	.	i	i	.	i
COC(=O)C[n+]1cccc2ccccc21	i	i	i	5.3	i	i	2.7	i	i	-8.8*	i
COc1ccc(S(=O)(=O)N2CCC(C(=O)NCCCc3ccccc3)CC2)cc1	i	i	i	0.8	i	i	-6.6	i	i	i	i
O=S1(=O)CC(O)C(NCCO)C1 (centres undefined)	i	i	i	-4.5	i	i	-6.4	i	i	i	i
CCN(CC)C(C(=O)Nc1ccc(C(C)C)cc1)c1ccc2c(c1)OCO2 (centres undefined)	i	i	i	-5.8	i	i	-7.9	i	i	i	i
CC(=O)c1ccc(NC(=S)NC(=O)/C=C/c2ccc(F)cc2)cc1	i	i	i	-0.6	i	i	1.4	i	i	i	i
CC(C)C[C@H](NC(=O)c1nc[nH]c1C(=O)NCC(=O)OCc1ccccc1)C(=O)OC(C)(C)C	i	i	i	10.4	i	i	?	i	i	-14.8*	i
COc1ccc(CNC(=O)CSc2nc(C)cs2)cc1	i	i	i	3.8	i	i	0.5	i	i	i	i
c1ccc2c(Nc3nc(-c4ccncc4)nc4ccccc34)cccc2c1	i	i	i	14.4	i	i	0.7	i	i	i	i
CCCCOC(=O)C1=C(C)Nc2ncnn2C1c1cc(OC)c(OC)cc1OC (centres undefined)	i	i	i	-2.9	i	i	-2.6	i	i	i	i
Cc1ccc(-c2nnn(CC(=O)N(Cc3cccs3)C(C(=O)NC(C)(C)C)c3ccc(C)o3)n2)o1 (centres undefined)	i	i	i	-11.7	i	i	12.2	i	i	i	i
O=C(Nc1cccc(Cl)c1)NC1CCS(=O)(=O)C1 (centres undefined)	i	i	i	-2.1	i	i	-1.1	i	i	i	i
N#Cc1ccc(-c2nc3ccccc3c(=O)n2O)cc1	i	i	i	3.4	i	i	2.4	i	i	i	i
COc1ccccc1-c1c(C)oc2c(CN3CCCCC3C)c(O)ccc2c1=O (centres undefined)	i	i	i	-1.5	i	i	-74.6	i	i	i	i
COC(=O)CCC(=O)Nc1ccc(C)cc1OC(=O)CCC(=O)OC	i	i	i	-8.5	i	i	7.4	i	i	i	i
COc1ccc(N(CC(=O)NCc2ccco2)S(=O)(=O)c2ccc(C)cc2)cc1	i	i	i	-4.9	i	i	-6.4	i	i	i	i
Cc1ccc(-c2cc(C(=O)NCc3ccc4c(c3)OCO4)[nH]n2)c(O)c1C	i	i	i	13.0	i	i	6.1	i	i	i	i
CCOC(=O)c1c(N2C(=O)Nc3ccccc3N2O)sc2c1CCCCC2	34.6*	i	i	7.2	i	i	1.5	i	i	i	i
O=C(c1ccncc1)N(Cc1ccco1)Cc1cc2ccccc2[nH]c1=O	i	i	i	-3.0	i	i	1.5	i	i	i	i
COc1cc(C=O)cc(OC)c1OS(=O)(=O)c1ccc(NC(C)=O)cc1	i	i	i	-0.6	i	i	1.8	i	i	i	i
COc1ccc(NC(=O)c2c(Cl)cnn2C)c(C)c1	i	i	i	8.8	i	i	0.4	i	i	i	i
O=[N+]([O-])c1ccccc1S(=O)(=O)Nc1nc2ccccc2s1	i	i	i	-0.3	i	i	-7.0	i	i	i	i
CCc1ccc(CN(C)CC(=O)Nc2sccc2C#N)cc1	i	i	i	-3.0	i	i	-3.0	i	i	i	i
OC(c1ccccc1)c1nccn1Cc1ccccc1 (centres undefined)	i	i	i	7.6	i	i	7.3	i	i	i	i
COc1ccc(N(CC(=O)Nc2ccc(OC)cc2OC)S(=O)(=O)c2ccccc2)cc1	i	i	i	-1.3	i	i	-3.4	i	i	i	i
COc1ccc(CCNC(=O)CSc2nc(C)nc3sccc23)cc1OC	i	i	i	-10.9	i	i	3.5	i	i	i	i
CCC(C)NC(=O)C1CCC(=O)N1Cc1ccc(C)cc1 (centres undefined)	i	i	i	2.0	i	i	-0.6	i	i	i	i
The results go on:
SMILES	MrgX1 ag	RGS4 inh	TRPC6 inh	SKKanGAS inh	TMEM16A inh	TRPC6 act	HDAC3 inhib	MrgX1 antag	RGS4 pot	TMEM16A act	MrgX1 allo act
CCOC(=O)Nc1ccc2c(c1)N(C(=O)N1CCN(C)CC1)c1ccccc1CC2	i	i	i	-6.2	i	i	-2.9	i	i	i	i
Cc1cc(/C=C2\SC(=O)NC2=O)c(C)n1-c1ccc(N2CCOCC2)cc1	i	i	i	99.7*	i	i	5.8	i	i	i	i
CC(C)(SC(=S)N1CCOCC1)C(=O)O	i	i	i	-7.1	i	i	-9.7	i	i	i	i
Cc1c(Cl)c([N+](=O)[O-])nn1CC(=O)Nc1ccc2c(c1)OCO2	i	i	i	5.2	i	i	4.9	i	i	i	i
C=CCn1c(C)cc(C(=O)COC(=O)CNC(=O)c2ccccc2)c1C	i	i	i	-12.3	i	i	0.0	i	i	i	i
COC(=O)CCCC(=O)N1CCC(CCC(=O)NC2CC2)CC1	i	i	i	-1.5	i	i	-0.7	i	i	i	i
O=C(N/N=C/c1ccc(Sc2nc3ccccc3s2)c([N+](=O)[O-])c1)c1ccccn1	i	i	i	-1.4	i	i	2.4	i	i	i	i
O=[N+]([O-])c1ccccc1/C=C/CN1CCCCC1CO (centres undefined)	i	i	i	1.1	i	i	-4.1	i	i	i	i
Nc1[nH]c(=O)[nH]c(=O)c1N=Nc1ccc(C(=O)O)cc1	i	i	i	-2.0	i	i	5.2	i	i	i	i
Cc1cc(C)cc(C(=O)NCCCN2CCOCC2)c1	i	i	i	-5.4	i	i	-4.9	i	i	i	i
